# CHO-K1 Ca antag: counter-screen for M1 antagonists: effect in parental CHO-K1 cells; ATP-induced calcium, Fluo-8 fluorescence; inhibition, % at 3 µM; 360,000 compounds, 0.6% hits; AID 602250;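 active means inhibition above a per-plate cutoff, the plate's mean sample inhibition plus 3 SD, cut at about 24% in these data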;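 further: 0% = DMSO plus EC80 ATP and 100% = DMSO alone without ATP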
# CHO parental Ca: counter-screen for OX1R antagonists: effect in parental CHO cells. inhibition, % at 5.6 µM. parental CHO-K1, ATP-induced calcium, Fluo-8 fluorescence. AID 463079. 330,000 compounds, 0.63% hits;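 active means inhibition above that plate's mean sample inhibition plus 3 SD, cut at about 26% in these data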;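 further: 0% = ATP-challenged DMSO wells and 100% = DMSO wells without ATP; some compounds past the cut are filed as inactive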
#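 Material: Parental CHO cells | Reagent: ATP | Compound dosing: Single nominal dose of 5.6 µM per compound | Detection: Intracellular calcium via Fluo-8 no-wash fluorescent dye | Read-out: % inhibition of ATP-induced calcium mobilization | Benchmarks: Low control ATP plus DMSO, high control DMSO only | Replicates: Singlicate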
# M4 antag: CHRM4 antagonism in calcium assay; inhibition, % at 3 µM; AID 624125; CHO-hM4 cells, ACh EC80, Fluo-8 calcium fluorescence; P08173; 360,000 compounds, 0.73% hits;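 active means inhibition above its plate's cutoff, the mean inhibition of sample wells plus 3 SD, cut at about 27% in these data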;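 further: 0% = acetylcholine EC80 with DMSO and 100% = DMSO without agonist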
# M4 ag: CHRM4 agonism in calcium assay; CHO-K1 hM4/Gqi5, Fluo-8 calcium fluorescence; vehicle 0%, full acetylcholine response 100%; activation, % at 3 µM; 360,000 compounds, 0.14% hits; P08173;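 active means activation above the run mean over all test wells plus 3 SD, cut at about 32% in these data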;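 further: peak over basal fluorescence ratio per well then scaled between controls; 0% = DMSO wells and 100% = acetylcholine at EC100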
# M1 ag: agonists of human M1 muscarinic receptor | CHO-K1 hM1, Fluo-8 calcium fluorescence, agonist mode; 0% DMSO, 100% acetylcholine EC100 | activation, % at 3 µM | 360,000 compounds, 0.33% hits;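 active means activation above the run's mean compound activation plus 3 SD, cut at about 16% in these data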;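 further: peak over basal fluorescence ratio within a 140 s kinetic read after compound addition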
# Target sequence (P11229 whole entry, looked up): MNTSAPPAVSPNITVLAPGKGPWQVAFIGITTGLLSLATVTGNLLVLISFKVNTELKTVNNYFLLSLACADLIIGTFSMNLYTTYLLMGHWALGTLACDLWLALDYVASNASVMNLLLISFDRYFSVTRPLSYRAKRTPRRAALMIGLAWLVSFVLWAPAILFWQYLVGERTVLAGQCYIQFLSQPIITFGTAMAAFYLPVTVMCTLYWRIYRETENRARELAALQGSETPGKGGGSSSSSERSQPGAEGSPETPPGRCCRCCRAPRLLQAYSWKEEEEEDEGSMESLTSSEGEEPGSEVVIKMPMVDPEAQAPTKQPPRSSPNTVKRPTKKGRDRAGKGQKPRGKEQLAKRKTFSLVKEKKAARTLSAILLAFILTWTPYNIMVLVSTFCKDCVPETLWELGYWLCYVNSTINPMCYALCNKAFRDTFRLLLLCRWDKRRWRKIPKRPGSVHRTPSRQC
# M1 ag parental: counter-screen for M1 agonists: effect in parental CHO-K1 cells; Fluo-8 calcium fluorescence; scaled to maximal ATP response, vehicle zero; activation, % at 3 µM; 360,000 compounds, 0.48% hits; in the data active means activation above about 15%;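 further: untransfected CHO-K1 host cells lacking M1 receptor as counterscreen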
# M1 PAM: potentiates human M1 receptor response to acetylcholine | P11229 | CHO-K1 hM1, Fluo-8 calcium fluorescence, ACh EC20; 0% = ACh EC20, 100% = maximal ACh | activation, % at 3 µM | 360,000 compounds, 0.088% hits; in the data active means activation above about 19%, passing the limit was not always enough
# OXTR potentiate: potentiates the human oxytocin receptor response. P30559. CHO-OTR cells, Fluo-8 calcium fluorescence, potentiator mode; 0% = oxytocin EC15, 100% = EC100. activation, % at 3 µM. 320,000 compounds, 0.061% hits;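 active means activation above that plate's cutoff, the mean activation of tested compounds plus 3 SD, cut at about 6.6% in these data, passing the limit was not always enough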;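 further: 100% uses oxytocin at 75 nM as the full agonist control; some results filed as inactive read as strong as hits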
# Target sequence (P30559 whole entry, looked up): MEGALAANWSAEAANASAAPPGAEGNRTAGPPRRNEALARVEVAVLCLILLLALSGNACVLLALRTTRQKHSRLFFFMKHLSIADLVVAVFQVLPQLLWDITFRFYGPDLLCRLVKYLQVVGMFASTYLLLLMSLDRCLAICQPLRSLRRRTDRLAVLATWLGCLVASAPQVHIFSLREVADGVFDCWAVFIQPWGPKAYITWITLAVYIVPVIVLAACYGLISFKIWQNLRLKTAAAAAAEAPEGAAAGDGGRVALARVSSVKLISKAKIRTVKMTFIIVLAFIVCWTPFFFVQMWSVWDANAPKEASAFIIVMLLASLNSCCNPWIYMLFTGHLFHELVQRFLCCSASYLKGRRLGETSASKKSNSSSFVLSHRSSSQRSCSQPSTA
#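 System: human OTR in CHO cells / Also added: sub-maximal oxytocin, roughly EC15 / Control set: EC15 oxytocin low, 75 nM oxytocin high / Schedule: 6 min compound pre-incubation at room temperature, 100 s kinetic read / Compound: single-point 3.0 µM / Replication: singlicate / Technique: Fluo-8 calcium dye fluorescence / Read-out basis: % activation of max/min ratio relative to oxytocin controls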
# CHRM1 antagonist: antagonists of human M1 muscarinic receptor; P11229; CHO-K1 hM1, Fluo-8 calcium fluorescence, ACh EC80 antagonist; inhibition, % at 3 µM; 360,000 compounds, 1.3% hits; AID 588852;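 active means percent inhibition above its own plate's cutoff, namely the mean of that plate's compound wells plus 3 SD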;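 further: peak over basal fluorescence ratio during 140 s after agonist addition; 0% = ACh EC80 plus DMSO and 100% = DMSO alone without agonist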
# * marks the source's active call; other numbers are inactive results; . = not tested or not shown. Hits appear at their usual frequency. Share with any hit: about 2.9%.
# Sample of the layout (twelve entries):
structure,CHO-K1 Ca antag,CHRM1 antagonist,M4 ag,M4 antag,CHO parental Ca,M1 ag,OXTR potentiate,M1 PAM,M1 ag parental
O=C(c1ccccc1[N+](=O)[O-])N1CCCN(C(=O)c2ccccc2[N+](=O)[O-])CC1,-5,5,1,13,-2,2,4,-7,-0.1
Cc1sc2nc(SCC(=O)NCCOCCO)nc(N)c2c1C,19,0,1,11,-2,-6,-3,6,0.1
COc1cccc(NC(=O)Cn2c3ccc(F)cc3c3nc4n(c(=O)c32)CCCS4)c1,-13,-1,1,5,-19,-1,-3,6,0.1
O=C1Cc2ccccc2C(=O)N1c1cccc(Cl)c1,-5,-17,1,2,-17,-1,-9,11,0.5
Cc1ccc(CC(=O)N2CCC(c3nc4c(nnn4Cc4ccccc4)c(=O)[nH]3)CC2)cc1,2,0,0,-4,-16,-4,2,3,-0.2
CCOC(=O)C1=C(C)NC(C)=C(C(=O)OCC)C1/C=C/c1ccccc1,2,6,-1,-10,-7,-6,-6,-6,0.1
CCOC(=O)c1c(/N=C/C2=C(O)CCCC2=O)sc(C)c1C,1,-11,-1,-5,-9,-6,1,-1,-0.3
CNC(=O)C[C@H]1C(=O)N(c2ccccc2)C[C@@H]1CSC,-13,-8,1,-1,.,-2,.,4,0.4
COc1ccccc1C(C)Nc1ccc(S(=O)(=O)N2CCN(C)CC2)cc1[N+](=O)[O-] (stereo unspecified),22,7,10,-24,-27,-7,-8,-8,0.1
CN(CC(=O)Nc1ccc(F)cc1)C(=O)CSc1nncs1,-2,-5,2,-3,-8,-2,-3,5,0.2
COC(=O)COc1cccc(NS(=O)(=O)c2cccc([N+](=O)[O-])c2)c1,0,-3,3,-1,-17,-3,-14,7,2.9
COc1ccccc1NC(=S)N1CCn2cccc2C1c1cccnc1 (stereo unspecified),-13,2,1,4,-13,-1,-4,0,1.3

# The whole of this part, from the first entry:
structure,CHO-K1 Ca antag,CHRM1 antagonist,M4 ag,M4 antag,CHO parental Ca,M1 ag,OXTR potentiate,M1 PAM,M1 ag parental
O=C(c1ccccc1[N+](=O)[O-])N1CCCN(C(=O)c2ccccc2[N+](=O)[O-])CC1,-5,5,1,13,-2,2,4,-7,-0.1
Cc1sc2nc(SCC(=O)NCCOCCO)nc(N)c2c1C,19,0,1,11,-2,-6,-3,6,0.1
COc1cccc(NC(=O)Cn2c3ccc(F)cc3c3nc4n(c(=O)c32)CCCS4)c1,-13,-1,1,5,-19,-1,-3,6,0.1
O=C1Cc2ccccc2C(=O)N1c1cccc(Cl)c1,-5,-17,1,2,-17,-1,-9,11,0.5
Cc1ccc(CC(=O)N2CCC(c3nc4c(nnn4Cc4ccccc4)c(=O)[nH]3)CC2)cc1,2,0,0,-4,-16,-4,2,3,-0.2
CCOC(=O)C1=C(C)NC(C)=C(C(=O)OCC)C1/C=C/c1ccccc1,2,6,-1,-10,-7,-6,-6,-6,0.1
CCOC(=O)c1c(/N=C/C2=C(O)CCCC2=O)sc(C)c1C,1,-11,-1,-5,-9,-6,1,-1,-0.3
CNC(=O)C[C@H]1C(=O)N(c2ccccc2)C[C@@H]1CSC,-13,-8,1,-1,.,-2,.,4,0.4
COc1ccccc1C(C)Nc1ccc(S(=O)(=O)N2CCN(C)CC2)cc1[N+](=O)[O-] (stereo unspecified),22,7,10,-24,-27,-7,-8,-8,0.1
CN(CC(=O)Nc1ccc(F)cc1)C(=O)CSc1nncs1,-2,-5,2,-3,-8,-2,-3,5,0.2
COC(=O)COc1cccc(NS(=O)(=O)c2cccc([N+](=O)[O-])c2)c1,0,-3,3,-1,-17,-3,-14,7,2.9
COc1ccccc1NC(=S)N1CCn2cccc2C1c1cccnc1 (stereo unspecified),-13,2,1,4,-13,-1,-4,0,1.3
N#Cc1c(-c2ccccc2)cc(-c2ccccc2)[nH]c1=O,5,-10,1,-4,-8,-5,-17,6,15
CN=C(Nc1cc(C)nn1-c1ccccc1)c1ccccc1,-8,-25,-1,10,-10,-3,0,7,-0.2
Cc1ccc(C)c(NC(=O)COC(=O)c2nn(C)c(=O)c3ccccc23)c1,-4,-15,2,-3,-9,0,-6,18,0.3
CCCNC(=O)C1(CC2CC(c3ccccc3)=NO2)CCN(C(=O)CCCCCBr)CC1 (stereo unspecified),-8,-4,1,-1,-7,-4,-11,4,-0.2
O=C(O)/C=C\C(=O)NNC(=O)c1cc(-c2ccccc2)n[nH]1,-14,0,2,-1,-5,-1,1,-1,0.4
CCc1cccc(NC(=O)CCSCCC(=O)Nc2cccc(CC)c2)c1,-6,-16,6,-4,17,-1,-17,-1,3.8
COc1ccc(CNC(=O)Nc2nnc([C@@H]3C[C@H](O)[C@@H](CO)O3)s2)cc1,-12,-9,0,4,.,-3,.,4,0.3
O=C(Nc1ccc(F)cc1)c1cn(-c2ccccc2)nc1-c1ccncc1,10,-2,12,19,-4,1,-7,-4,6.9
COc1cccc(/C=C/C(=O)OCC(=O)Nc2ccc(Cl)c(S(=O)(=O)N(C)C)c2)c1OC,-7,-4,4,6,-15,-6,-10,3,1.1
O=C(C1=C(O)C(=O)N(Cc2ccco2)C1c1ccccc1)c1cccs1 (stereo unspecified),1,-11,1,0,-7,-3,-19,8,-0.1
CC[N+](CC)=N/N=C1\C=CC[N+]([O-])=C1,-21,.,2,-9,.,.,.,.,1.1
COc1ccc(-c2cc(C(F)(F)F)nc(SCc3cccc(C(=O)O)c3)n2)cc1,-12,5,0,-1,-13,-7,-9,0,0.2
O=C1C(=NO)CCCc2ccccc21,-4,-13,1,-5,.,-2,.,7,0.2
O=C(NNC(=O)C1CC1)c1ccc(-c2ccccc2)cc1,-16,-36,1,-25,1,2,4,5,0.1
O=C(COC(=O)c1ccccc1Nc1ccccc1)NCc1ccccc1Cl,-10,-9,0,4,-10,-7,-9,14,0.5
CCCNC(=O)CN1CCC(c2nc3ccccc3[nH]2)CC1,-9,-4,1,-5,-5,-2,-2,4,1.0
O=C(Nc1ccccc1Cl)C1CCCN(S(=O)(=O)c2ccc(F)cc2)C1 (stereo unspecified),-5,-12,1,1,-17,-5,-7,10,0.7
COc1ccc(Br)cc1C(=O)N/N=C/c1cccnc1,-15,-10,0,2,-8,-7,-9,7,2.2
Nc1nc(NCCCN2CCOCC2)nc(Nc2ccccc2F)c1[N+](=O)[O-],-11,-19,5,-4,-16,-6,-10,11,1.7
CCN1CCCC1CNC(=O)Cn1cccc1C(=O)c1ccccc1 (stereo unspecified),-10,-4,-1,6,1,-6,-4,5,-0.1
CCCCONc1ncnc2nonc12,-6,8,1,-10,-2,-7,-4,-1,0.0
O=C(NCc1ccc2c(c1)OCO2)C(=O)NCC1CCCO1 (stereo unspecified),4,8,2,8,-8,-6,-35,0,-0.3
COc1ccc(OCC(=O)Nc2cccc(-c3nc4ccccc4o3)c2)cc1,13,0,6,-1,-15,-5,0,0,2.0
COc1ccc(NC(=O)CSc2nnc(-c3cccs3)n2N)c(OC)c1,-13,-10,2,-2,-14,-4,-4,7,0.5
O=C(CCC(=O)N1CCOc2ccccc21)NCCCN1CCN(Cc2ccccc2)CC1,4,-6,1,-11,-20,-11,-3,-1,-0.6
CC1=C(C(=O)N(C(C)C)C(C)C)CC(CC(=O)NCC2CCCCC2)C(=O)N1Cc1ccc(F)cc1 (stereo unspecified),-23,-23,-2,9,.,-8,.,-1,-0.7
CN1CCN(S(=O)(=O)c2cccc(C(=O)Oc3cccc(Br)c3)c2)CC1,-8,-5,3,9,-5,0,-14,3,2.0
COC(=O)c1cc(Br)c(=O)n(-c2ccccn2)c1,0,-3,1,-9,-26,4,-13,14,-0.1
COc1ccc(Nc2c3c(nc4c(-c5ccccc5)c(C)nn24)CCC3)cc1,0,1,-1,2,-10,-2,2,-2,0.1
CC(C)(C)NC(=O)C(=O)NN=C1CCCCCCC1,-11,-9,3,-1,6,-5,-7,8,1.3
COc1ccc(C/C(N)=N/OC(C)=O)cc1OC,-11,-5,1,-2,0,-6,-5,11,0.8
CC1=C/C(=C/N(C)C)C(=O)O1,-9,-6,0,0,-5,-4,-8,10,0.7
CCOC(=O)c1c(C)oc2c(CC(=O)c3ccccc3)c(Cl)c(O)c(O)c12,-12,6,0,-11,-12,-2,6,1,0.2
O=C(Nc1cccc(S(=O)(=O)N2CCCC2)c1)c1cccc(OC(F)F)c1,-9,-1,5,-16,-13,-4,-7,-11,1.0
Cc1ccc(S(=O)(=O)N(C)C)cc1NC(=O)C1CCC1,-3,-17,1,-1,-4,-1,0,10,0.7
O=C(OCCN1CCCC1=O)c1cncc(Br)c1,-8,-4,1,0,-10,-5,2,2,0.1
CCCC(=O)N1CCN(c2ccc(NC(=O)c3sc4ccccc4c3Cl)cc2)CC1,-2,5,4,6,-15,-3,-4,1,0.9
COC(=O)c1ccc2ccn(CC(=O)NC3CCCCC3)c2c1,-7,-15,0,-10,-8,-2,-16,3,0.5

# Next compounds
structure,CHO-K1 Ca antag,CHRM1 antagonist,M4 ag,M4 antag,CHO parental Ca,M1 ag,OXTR potentiate,M1 PAM,M1 ag parental
CCN1CCN(C(=O)c2cc3c(-c4ccc(Cl)cc4)nn(C)c3s2)CC1,-7,-10,4,-16,-11,-1,7,10,0.6
CC(O)CNc1nc2c(c(=O)n(Cc3ccc(Br)cc3)c(=O)n2C)n1C (stereo unspecified),5,-2,5,4,-15,-4,-10,4,1.3
COc1ccc(-c2noc(CSc3nc(N)c(-c4ccccc4)c(=O)[nH]3)n2)cc1,-18,8,13,-5,-27,0,-9,-6,9.2
CC(C)(CNS(=O)(=O)c1ccc(Br)s1)N1CCOCC1,2,-2,0,2,-9,-5,-6,2,0.6
O=C(COc1ccc(/C=N/NC(=O)c2ccc(O)cc2)cc1)Nc1ccc([N+](=O)[O-])cc1,-11,-13,2,2,6,-4,-6,12,0.5
COc1ccc(CCNC(=O)CN(CCc2ccccc2)S(C)(=O)=O)cc1OC,1,-10,2,8,-4,-6,-5,8,0.2
CC(C)[C@H](NC(=O)c1ccco1)C(=O)OCC(=O)c1ccc2c(c1)NC(=O)CO2,-4,-6,2,-1,8,-6,0,11,0.9
O=C(Cn1c(=O)sc2ccccc21)N1CCOCC1,-10,2,0,4,5,-6,-2,9,0.6

# Screening results deposited in PubChem BioAssay by The Scripps Research Institute Molecular Screening Center.
